Screens from PubChem.
mcGAS lum: cyclic GMP-AMP synthase inhibitors, mouse, primary biochemical chemiluminescence; Q8C6L5; recombinant cGAS, Kinase-Glo ATP depletion luminescence; inhibition, % at 12.5 µM; 0.15% of 160,000 active;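 note: 0% = negative control wells and 100% = reference inhibitor with no enzyme activity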
hcGAS inh: Primary biochemical luminescence assay for human cyclic GMP-AMP synthase inhibitors; Q8N884; recombinant h-cGAS, ATP depletion, Kinase-Glo luminescence; inhibition, % at 12.5 µM; 0.081% of 290,000 active;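 note: 0% = vehicle reaction and 100% = reaction without DNA for no activity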
Target sequence (Q8N884 whole entry, looked up): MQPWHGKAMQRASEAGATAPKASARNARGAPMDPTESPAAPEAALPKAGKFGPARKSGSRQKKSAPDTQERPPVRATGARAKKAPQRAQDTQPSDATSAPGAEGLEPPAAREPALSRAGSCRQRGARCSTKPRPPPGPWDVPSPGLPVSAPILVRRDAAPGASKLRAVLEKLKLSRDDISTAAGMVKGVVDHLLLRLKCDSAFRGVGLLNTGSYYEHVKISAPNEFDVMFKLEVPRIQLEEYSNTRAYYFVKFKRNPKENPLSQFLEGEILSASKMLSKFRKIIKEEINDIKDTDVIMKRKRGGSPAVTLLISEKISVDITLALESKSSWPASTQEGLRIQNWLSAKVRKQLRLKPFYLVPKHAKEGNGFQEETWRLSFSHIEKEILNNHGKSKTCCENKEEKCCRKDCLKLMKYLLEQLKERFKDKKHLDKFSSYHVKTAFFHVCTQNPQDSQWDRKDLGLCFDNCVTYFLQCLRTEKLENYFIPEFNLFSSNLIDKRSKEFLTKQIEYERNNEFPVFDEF
NPYLR7 agonist: agonists of mosquito NPYLR7 receptor, primary screen, cell-based, Aedes aegypti, calcium fluorescence, mosquito biting behavior. HEK293T NPYLR7/Galpha15, GCaMP6s calcium fluorescence. activation, % at 10 µM. 0.15% of 270,000 active; in the data active = activation above about 40%;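 note: 0% = vehicle and 100% = reference agonist at the receptor; some compounds past the cut are filed as inactive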
Numbers without * were called inactive; x = not tested or not shown; & = joins results of further samples. Cut-off read from the data, not from the text of the source, unless noted: active = inhibition above about 40%; inactive = the rest.

Start of the listing, in advance:
SMILES	mcGAS lum	hcGAS inh	NPYLR7 agonist
CC(C)N(Cc1nccn1C)C(=O)CC1C(=O)NCCN1Cc1cccc(C(F)(F)F)c1 (stereo unspecified)	x	-13	1
NS(=O)(=O)c1ccc(N=Nc2c(-c3ccccc3)[nH]n(-c3ccccc3)c2=O)cc1	-1	20	-5
COc1ccc(CN(Cc2ccco2)C(=O)c2ccc(Br)cc2)cc1OS(=O)(=O)c1ccc(F)cc1	-5	-8	x
Cc1nn(C)c(C)c1NC(=O)CN1CC(C(N)=O)CCC1C (stereo unspecified)	-13	-2	-4

All compounds of this part, from the first entry:
SMILES	mcGAS lum	hcGAS inh	NPYLR7 agonist
CC(C)N(Cc1nccn1C)C(=O)CC1C(=O)NCCN1Cc1cccc(C(F)(F)F)c1 (stereo unspecified)	x	-13	1
NS(=O)(=O)c1ccc(N=Nc2c(-c3ccccc3)[nH]n(-c3ccccc3)c2=O)cc1	-1	20	-5
COc1ccc(CN(Cc2ccco2)C(=O)c2ccc(Br)cc2)cc1OS(=O)(=O)c1ccc(F)cc1	-5	-8	x
Cc1nn(C)c(C)c1NC(=O)CN1CC(C(N)=O)CCC1C (stereo unspecified)	-13	-2	-4
O=S1(=O)CCN2C(=N1)Sc1ccc3ccccc3c12	x	-4&-4	14
O=c1c2ccccc2ncn1CN1CCN(Cc2ccc3c(c2)OCO3)CC1	-18	-10	-2
Nc1ccnc(N2CC(c3ccccn3)C2)n1	-18	-4	3
Cc1nn(C)c(C)c1/C=C/C(=O)Nc1cc(F)ccc1F	x	1	3
Cc1ccc(CN(C)C(=O)c2cc(-c3cnn(C)c3C)n[nH]2)o1	x	-2	5
CCC(=O)N(c1nnc(SCc2cc(-c3ccco3)on2)s1)C1CC1	x	-6	5
Cc1cc(C)c(OCC(=O)N2N=C3CCCCC3C2(O)C(F)(F)F)c(C)c1 (stereo unspecified)	x	-10	5
CC(=O)C1=C(c2ccc([N+](=O)[O-])cc2)N(C(C)=O)n2c(nnc2C2CCCCC2)S1	x	-10	3
C=CCNC(=O)C(NC(=O)c1ccccc1)C1CCN(C(=O)c2ccccc2F)CC1 (stereo unspecified)	-3	0	-3
Cc1noc(-c2ccccc2NS(=O)(=O)c2ccc(C)c(C(=O)O)c2)n1	x	-5	10
COc1ccc(OC)c(-c2cnc(-c3cccc(CNC(=O)C(Cl)Cl)c3)[nH]2)c1	0	-2	1
O=C(CN1CCC(c2ccccc2)CC1)NC1CCCN(c2ncccn2)C1 (stereo unspecified)	-14	-11	17
COc1ccc(Cl)cc1NC(=O)CCC1CCCN(C(=O)CSC)C1 (stereo unspecified)	x	-4	5
CCOC(=O)c1sc(=NC(=O)c2ccc(S(=O)(=O)N(CC)CC)cc2)n(C)c1C	x	-7	1
CCCCc1ccc(-c2ccc(-n3cncc3C(=O)NCc3cnc(C)cn3)cc2)cc1	-8	-10	3
CN(C)[C@@H]1CN(Cc2cccn2C)CC[C@@H]1CO	-4	-13	x
O=C(CCc1ccccc1)Nc1c(-c2cccc(F)c2)nc2ccccn12	-4	-1	-7
COC(=O)c1ccccc1SC1CC(=O)N(c2ccc(N(C)C)cc2)C1=O (stereo unspecified)	-5	-5	6
COc1ccc(Cc2nc3ccc(C(=O)NCC4CC(=O)N(C5CC5)C4)cc3o2)cc1 (stereo unspecified)	x	-3	7
Cc1ccc(-c2nc3nc(N)n(C)c(=O)c3[nH]c2=O)cc1	-8	-6	136*
Cc1oc(S(=O)(=O)N(C)C)cc1C(=O)O	x	-10	12
Cc1nc(C(C)C)ncc1C(=O)N1CCNCC1C(=O)NC1CC1 (stereo unspecified)	x	-8	16
Oc1ccc(C=NN2CCOCC2)cc1	x	4	9
Cc1ccccc1Nc1nc(C)c([N+](=O)[O-])c(Nc2ccccc2C)n1	-8	0	4
COc1ccc2c(=O)cc(C(F)(F)F)oc2c1	-4	-2	10
COc1ccc(C(=O)N2CCSC23CCN(C(=O)Nc2cccc(C)c2C)CC3)cc1	-6	-8	x
COc1cccc(S(=O)(=O)NC(=O)COc2c(C)cccc2C)c1	4	2	6
CC(NC(=O)c1cc(S(C)(=O)=O)ccc1Cl)c1cccs1 (stereo unspecified)	-6	-6&-10	11&1
CC(Sc1nncn1C1CC1)C(=O)NCc1ccc(Cl)cc1 (stereo unspecified)	x	2	1
Cc1ccc(-n2c(SCc3ccc(F)cc3)nnc2C(Cc2ccccc2)NC(=O)NCc2ccccc2)cc1 (stereo unspecified)	-4	1	-1
Cc1nc(Nc2ncc(C(=O)Nc3c(C)cccc3Cl)s2)cc(N2CCN(CCO)CC2)n1	x	-2	-3
COc1ccc2[nH]c(=O)c(CN(C)Cc3cn(C)nc3C)cc2c1	x	-1	22
COc1cc(C)ccc1S(=O)(=O)Nc1ccccc1C(=O)NCc1ccc2c(c1)OCO2	-6	-6	2
CN1CCN(C(C)(C)CNC(=O)NCCC(c2ccccc2)c2ccccc2)CC1	-7	-12	4
CCNC(=O)O[C@H]1C(=O)N(C)C2(CCN(C(=O)Cc3cccs3)CC2)[C@@H]1C(=O)OCC	-8	0	22
CC(Nc1ccn(Cc2ccccn2)n1)c1ncc(C(C)(C)C)o1 (stereo unspecified)	x	-7	3

Of the compounds above, 2 contain a COOH group:
SMILES	mcGAS lum	hcGAS inh	NPYLR7 agonist
Cc1noc(-c2ccccc2NS(=O)(=O)c2ccc(C)c(C(=O)O)c2)n1	x	-5	10
Cc1oc(S(=O)(=O)N(C)C)cc1C(=O)O	x	-10	12

The listing continues:
SMILES	mcGAS lum	hcGAS inh	NPYLR7 agonist
O=C(Oc1coc(CSc2ncccn2)cc1=O)c1ccccc1C(F)(F)F	-3	0	-15
C[C@H](O)Cn1cnc(-c2ccccc2)c1-c1ccccc1-c1ccco1	-10	-6	x
CCC(C)N(Cc1ccc(C(O)(c2cccs2)c2cccs2)o1)Cc1ccccc1OC (stereo unspecified)	-3	-3	0
CC1CN(CCC(=O)NCC(c2ccncc2)N2CCOCC2)Cc2cc(Cl)ccc2O1 (stereo unspecified)	-11	-10	15
CN(Cc1ccccc1)C1(C(=O)NCC2COCCO2)Cc2ccccc2C1 (stereo unspecified)	x	-9	2
O=c1[nH]c(C2CCNCC2)nc2c1nnn2Cc1c(F)cccc1Cl	x	-6	-4
CCn1cc(NC(=O)c2ccc3[nH]c4c(c3c2)CCCC4)ccc1=O	x	11	-1
CCCCn1c(=O)[nH]c(=O)c2cc(C(=O)NCc3cccc(OC)c3)cnc21	-4	-2	6
COc1ccc(OC)c(NC(=O)NCCCN2CCCC2=O)c1	-1	-2	1
CCCc1cc(C(=O)NCCC2CN(C)CCO2)ccn1 (stereo unspecified)	x	-5	-2
COC(=O)c1ccccc1C(=O)N1CCCC(CCC(=O)Nc2ccc(F)cc2C)C1 (stereo unspecified)	-2	7	-7
CSCCNC(=O)CC1C(=O)NCCN1CC(c1ccccc1)c1ccccc1 (stereo unspecified)	-2	4	0
Cc1cc(-n2c(C)cc(C(=O)CN3CCN(CC(=O)NC4CC4)CC3)c2C)no1	x	-5	4
COc1nsc(I)c1C#N	x	-6	1
O=c1ccc(-c2ccccc2)nn1Cc1ccccc1F	x	-9	6
COc1ccc(NC(=O)C2CCN(C(=O)[C@@H]3CCCN3C(=O)Nc3c(F)c(F)c(F)c(F)c3F)CC2)cc1	1	-1	-9
Cc1cnc(Nc2ccc(OCCN3CCCC3)cc2)nc1Nc1cccc(S(=O)(=O)NC(C)(C)C)c1	-6	-4	8
C#CCn1c(-c2ccco2)nc2ccccc21	-3	-5	0
O=C(Oc1ccc2ccccc2c1)c1cccs1	x	-2	-2
Cc1nc(-c2ccc(Br)cc2)sc1C(C)N (stereo unspecified)	x	-5	14
Cc1cc(CN(C)C(=O)CC(c2cccc(O)c2)c2ccccc2Cl)on1 (stereo unspecified)	x	-5	6
CS(=O)(=O)NCCc1ccc(C(=O)NCC2CCN(C3CC3)C2)s1 (stereo unspecified)	x	-2	6
O=C(CCn1nnnc1CN1CCOCC1)NCCCn1ncc2ccccc21	x	-4	7
CCSC(C)CC1CC(=O)CC(=O)C1C(=O)OC (stereo unspecified)	x	-5	-13
Cc1cc(C)nc(NCc2ccc(-n3cccn3)cc2)n1	x	-7	4
O=C(c1cc(-c2ccc(Br)cc2)nc2ccccc12)N1CCC(n2c(=O)[nH]c3ccccc32)CC1	-3	-5	-6
CCC(CC)C(NC(=O)CS(=O)(=O)C(C)C)c1cccs1 (stereo unspecified)	x	-12	11
CS(=O)(=O)N1CCC(c2nn(Cc3ccc(F)cc3)c(=O)n2-c2cccs2)CC1	-7	-3	-6
O=C(CC1NC(=O)N(C2CCCCC2)C1=O)NC1C2CC3CC(C2)CC1C3 (stereo unspecified)	-1	0	x
Brc1ccc(-c2nc3ncccn3c2NC2CCCCC2)o1	x	-6	-2
Cc1ccc(C#N)cc1NC(=O)c1ccc(C(F)(F)F)cc1	x	-5	4
CCCCNc1nc2c(c(=O)n(Cc3cccc(Br)c3)c(=O)n2C)n1C	-5	-9	-6
CC1(C(=O)Nc2cnc(-c3ccccc3)nc2)CC(=O)N=C2C=CC=CN21 (stereo unspecified)	x	3	0
O=C(OCC(=O)N1CCN(c2ccccc2F)CC1)c1cccc(O)c1	-7	-2	0
O=C(CCc1cn[nH]c1)N1CCCC(N2CCN(Cc3ccc4c(c3)OCO4)CC2)C1 (stereo unspecified)	x	0	8
Cc1ccc2nsnc2c1S(=O)(=O)N1CCn2cncc2C1	-14	-3	6
COc1cn(CC(=O)NCc2ccc(C)cc2)c(CN2CCCCCC2)cc1=O	-8	-3	5
CC1C(=O)N(c2ccc(Oc3ccccc3)cc2)CCN1C(=O)c1cccc(Br)c1 (stereo unspecified)	-5	-4	2
CC(NC(=O)c1ccco1)C(=O)N(Cc1ccc(F)cc1)CC1CC1 (stereo unspecified)	x	-6	-6
CCc1nc2c(n1C)CN(CC(=O)N(C)CC(=O)N1CCCCCC1)CC2	-6	-15	x
CC(C)OCCN(C)C(C)c1cccc(S(N)(=O)=O)c1 (stereo unspecified)	x	-4	3
CCNC(=O)C1CCN(c2nnc(-c3ccccc3F)cc2C)CC1	x	-8	3
CC(C)N(C(=O)Cn1nc(-c2ccco2)c2sc(N3CCCCC3)nc2c1=O)c1ccccc1	-7	-7	-5
COc1ccc(CCN(C)c2cc(-c3ccccc3)nc(SCc3ccc(C(=O)N4CCCC4)cc3)n2)cc1OC	-4	-2	8
CCc1[nH]n(-c2ccc(F)cc2)c(=O)c1C1=C(N2CCC(C)CC2)C(=O)N(CC(C)C)C1=O	-10	-7	6
CCOc1ncccc1CN1CCCC(C(=O)NCc2ccc3c(c2)OCO3)C1 (stereo unspecified)	-5	-3	12
O=C(Nc1cccc(Cl)c1Cl)N1CCSC1c1ccccc1OCc1ccccc1 (stereo unspecified)	-7	-9	27
CCOC(=O)C1CCCN(C(=O)CC(c2cccc(OC)c2OC)c2c[nH]c3c(CC)cccc23)C1 (stereo unspecified)	-7	-8	17
O=C(Nc1ccncc1NC(=O)c1nc2ccccc2s1)c1nc2ccccc2s1	x	-12	2
COCCCN(CC(=O)N(CCc1c[nH]c2ccccc12)Cc1ccc(C(F)(F)F)cc1)C(=O)c1ccc([N+](=O)[O-])cc1	0	-6	-11
Fc1ccc(N2N=C(c3cccs3)CC2c2ccccc2)cc1 (stereo unspecified)	-5	-4	-8
CCOCCCNc1nc(Nc2ccc(C)cc2)c2cnn(-c3ccccc3)c2n1	-9	-4	2
O=C(NC1CCC(NC(=O)[C@H]2CCCN2C(=O)Cc2cccs2)CC1)c1ccccc1 (stereo partly specified)	-6	-5	1
Cc1ccc(-c2cnc(C(O)c3c(C)cccc3C)[nH]2)cc1 (stereo unspecified)	x	-5	0
O=C(/C=C/c1ccco1)N(CC1CCN(C2Cc3ccccc3C2)CC1)CC1CCCO1 (stereo unspecified)	-12	-12	15
CCOC(=O)c1cc(-c2ccc(F)cc2)n(C2CCN(S(=O)(=O)c3cccc(C)c3)CC2)n1	-5	-3	16
COc1ccc(C(=O)N(Cc2nccn2Cc2ccccc2F)C2CC2)cc1	1	1	-13
CC1CCc2c(c3ccccc3[nH]c2=O)O1 (stereo unspecified)	x	-4	-1
Cc1noc(CN2CCC(C(=O)Nc3ccc(Br)cc3)CC2)n1	x	-8	-1
CCC1CCCCN1S(=O)(=O)c1cccs1 (stereo unspecified)	x	5	2
The listing continues:
SMILES	mcGAS lum	hcGAS inh	NPYLR7 agonist
Cc1ccc(S(=O)(=O)N(Cc2cccc(OS(=O)(=O)c3ccc(F)cc3)c2)C(C)C)cc1	-3	-3	-3
CCCCNc1nnc(SCC(=O)c2c(N)n(CCC)c(=O)[nH]c2=O)s1	4	18	3
Fc1ccccc1-c1cnnc(N2CCN(CCOc3ccccc3)CC2)n1	x	-4	8
O=C(Nc1nccs1)c1ccc2[nH]c3c(c2c1)CCCC3	x	-4	3
Cc1cc(CNC(=O)C2CCN(c3ccc(C(F)(F)F)cc3[N+](=O)[O-])CC2)ccc1F	-3	-3	6

Entries listed so far that contain a cyano group (2):
SMILES	mcGAS lum	hcGAS inh	NPYLR7 agonist
COc1nsc(I)c1C#N	x	-6	1
Cc1ccc(C#N)cc1NC(=O)c1ccc(C(F)(F)F)cc1	x	-5	4

The order is random; overall some 0.29% were active at least once.
